# Compound activity as filed in PubChem BioAssay.
# ATXN2 expr inh: inhibitors of ATXN2 expression; HEK-293 ATXN2-luciferase reporter, luminescence, 24 h; Potency, µM (doses to about 57 µM), inactives show at the top dose activity change, negative = inhibition, hits mostly inhibitors; 360,000 tested, 0.72% active; AID 1745845; further: potency means the concentration at half of the fitted maximal effect; on the % scale 0 is the no-effect control and ±100 the full control effect; nearly all actives have a fitted effect of over 55% in size
#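 ATXN2-luciferase reporter cells (luciferase flanked by upstream and downstream ATXN2 gene portions) were treated 24 h at 37 °C with compounds at up to 57 uM. SteadyGlo luminescence gave expression; GF-AFC fluorescence gave viability.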
# IL-1B inflam inh: blocks inflammasome-driven IL-1 beta release. THP-1 LPS/ATP IL-1B secretion, AlphaLISA, 16 h; hits give low values. activity change, % at 57.5 µM. 360,000 tested, 4.7% active. AID 743279; in the data active means activity change below about -50%; inconclusive means mostly about -30% to -49%; further: on the % scale 0 is the no-effect control and ±100 the full control effect
#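 THP-1 cells pretreated 1 hr with compounds (up to 57.5 uM final), then stimulated with LPS (250 ng/mL final) plus ATP (1.25 mM final); secreted IL-1B measured by AlphaLISA after 16 hr, decreased signal indicating inhibition.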
# Nrf2 inh: Nrf2 pathway inhibition; A549 ARE-Fluc reporter, luciferase luminescence, 18-24 h; Potency, µM (top dose mostly 46 µM), without a hit: at the highest dose activity change, negative = inhibition, actives largely listed as inhibitors; 360,000 tested, 2.1% active; further: potency means the concentration at half of the fitted maximal effect; on the % scale 0 is the no-effect control and ±100 the full control effect; nearly all actives have a fitted effect of over 60% in size
#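 In this cell-based qHTS, ARE-driven firefly luciferase in A549 cells reports Nrf2 activity; the luminescent signal after BugLite lysis is the measured value, with a prior CellTiter-Fluor read for cell health.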
# MCF10A rereplic: DNA re-replication induction in MCF 10a cells | MCF 10A DNA re-replication, Hoechst nuclear intensity, 48 h | Potency, µM (top dose mostly 46.1 µM), for the others: at the top dose activity, positive = re-replication, actives largely listed as activators | 350,000 tested, 2.9% active; further: potency means the concentration at half of the fitted maximal effect; % of control where 0% means no effect; nearly all actives have a fitted effect of over 50% in size
# TGFb SMAD3 inh: blocks TGF-b signaling | HepG2 CAGA-GFP TGF-b/SMAD3 reporter, GFP fluorescence, 18 h; TGF-beta stimulated, 500 pg/mL final | Potency, µM (series often up to 46.1 µM), without a hit: at the highest dose activity, negative = inhibition, hits mostly inhibitors | AID 588855 | 410,000 tested, 1.2% active; further: potency means the concentration at half of the fitted maximal effect; on the % scale 0 is the no-effect control and ±100 the full control effect; nearly all actives have a fitted effect of over 65% in size
#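 Per well, imaged GFP fluorescence of HEPG2 CAGA-GFP cells gives the signal; cells get compound, then TGF-beta (500 pg/mL final), 18 h at 37 degrees C; %Activity versus -TGF-beta and +DMSO controls.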
# HepG2 viability: HepG2 cytotoxicity, counter-screen for TGF-b inhibitors; HepG2 CAGA-GFP viability, ATP luminescence, 18 h; Potency, µM (doses to about 46.1 µM), for the others: at the highest dose activity change, negative = cytotoxicity, most hits filed as cytotoxic; 410,000 tested, 0.76% active; AID 588856; further: potency means the concentration at half of the fitted maximal effect; some results filed as inactive show a strong effect at the top dose
#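 HepG2 CAGA-GFP cells (1000/well, DMEM with 1% FBS) received compound, then TGF-beta at 500 pg/mL final, and were incubated 18 hours at 37 degrees C. Viability was read by CellTiter-Glo luminescence. Media-only wells were set as complete cell-killing and DMSO as no toxicity.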
# S2 tox: cell viability loss in ATXN counter-screen; S2 cells (HEK-293 line with an ATXN2-luciferase reporter) viability, CellTiter-Fluor protease fluorescence, 24 h; Potency, µM (titrated, usually from 56.7 µM), actives largely listed as cytotoxic; 400,000 tested, 0.49% active; AID 651635; further: potency means the concentration at half of the fitted maximal effect; nearly all actives have a fitted effect of over 40% in size
# Nrf2 activator: activates Nrf2 signaling; 410,000 tested, 0.31% active; AID 624171; AREc32 ARE-luciferase reporter (MCF7-derived line), luminescence, 24 h; Potency, µM (highest dose often 46.1 µM), for inactives: at the highest dose activation, most hits filed as activators; further: potency means the concentration at half of the fitted maximal effect; % of control where 0% means no effect; nearly all actives have a fitted effect of over 65% in size
#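 Luminescent ARE reporter assay in AREc32_Fluc cells: overnight plating at 37 deg C, 24 hr compound incubation, Steady-Glo added, 30 min RT before reading.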
# A549 tox: kills or reduces viability of A549 cells in Nrf2 counter-screen; Potency, µM (titrated, usually from 46 µM), for inactives: at the highest dose activity change, negative = cytotoxicity, usual class: inhibitors; A549 ARE-Fluc cells, CellTiter-Fluor viability, 18-24 h; AID 504648; 390,000 tested, 0.16% active; further: potency means the concentration at half of the fitted maximal effect; on the % scale 0 is the no-effect control and ±100 the full control effect
#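 A549 ARE-Fluc cells in 5% FBS OPTI-MEM, 5000 cells/well, rested 2 h then exposed to compounds in concentration-response for 18-24 h at 37 °C. Viability by CellTiter-Fluor fluorescence (Ex 405/Em 525) after 30 min; luciferase luminescence (BugLite, 15 min, RT) read afterwards.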
# * marks the source's active call; other numbers are inactive results; i = inactive; ? = inconclusive; . = not tested or not shown; & = joins results of further samples; ! = repeats disagree; [ ] = dose if it differs, or a comment. Unless noted, the call rests on the fitted dose curve; in most records, active means well fitted curve in the direction sought with a large enough effect; inconclusive means small, poorly fitted or top-dose-only effect, or another doubt; inactive means no such curve, though single readings can be large; an effect the other way counts as inactive or inconclusive.
# The opening 4 compounds, ahead of the listing:
# Below each SMILES: HepG2 viability	A549 tox	ATXN2 expr inh	Nrf2 activator	TGFb SMAD3 inh	Nrf2 inh	MCF10A rereplic	IL-1B inflam inh	S2 tox
> Cc1cc2c(cc1C)NC(c1ccccn1)C1=C(CC(C)(C)CC1=O)N2 (stereo not given)
 : -8%	2%	7%	2.3%	-2%	?	25%	11	i
> COc1ccccc1-c1c(C#N)c(N)nc2c1CCc1ccccc1-2
 : -53%	7%	34%	5.8%	-23%	-16%	?	63	i
> COC(=O)c1cnn(-c2ccccc2)c1N
 : -4%	2%	6%	0.3%	4%	6%	5%	29	i
> CCN1C(=S)N[C@@H](c2ccccc2)C(C(=O)OC)=C1C
 : -9%	1%	6%	-0.8%	-7%	-9%	-2%	25	i

# All compounds of this part, repeating the preview:
# Below each SMILES: HepG2 viability	A549 tox	ATXN2 expr inh	Nrf2 activator	TGFb SMAD3 inh	Nrf2 inh	MCF10A rereplic	IL-1B inflam inh	S2 tox
> Cc1cc2c(cc1C)NC(c1ccccn1)C1=C(CC(C)(C)CC1=O)N2 (stereo not given)
 : -8%	2%	7%	2.3%	-2%	?	25%	11	i
> COc1ccccc1-c1c(C#N)c(N)nc2c1CCc1ccccc1-2
 : -53%	7%	34%	5.8%	-23%	-16%	?	63	i
> COC(=O)c1cnn(-c2ccccc2)c1N
 : -4%	2%	6%	0.3%	4%	6%	5%	29	i
> CCN1C(=S)N[C@@H](c2ccccc2)C(C(=O)OC)=C1C
 : -9%	1%	6%	-0.8%	-7%	-9%	-2%	25	i
> Cc1ccc(S(=O)(=O)c2ccc(Cl)cc2)cc1S(=O)(=O)NC(C(=O)O)C(C)C (stereo not given)
 : 17%	1%	-7%	-0.2%	-6%	-19%	-6%	3	i
> O=C(CN1C(=O)NC2(CCCCC2)C1=O)Nc1ccc2c(c1)CCC2
 : -3%	1%	.	2.8%	-1%	?	17%	7	.
> CCOC(=O)c1c(C)[nH]c(C)c1C(=O)COC(=O)c1cccnc1Cl
 : 3%	-4%	14%	0.2%	11%	?	1%	17	i
> NC(=O)c1cc(-c2csc(-c3cccnc3)n2)ccc1O
 : 5%	1%	35%	-0.1%	-2%	22%	8%	?	i
> Cc1ccc(C)c(N2CC(C(=O)Nc3nccs3)CC2=O)c1 (stereo not given)
 : -15%	3%	2%	-0.1%	0%	9%	-2%	14	i
> CC(C)n1ncc2c(C(=O)Nc3ccc(S(N)(=O)=O)cc3)cc(C3CC3)nc21
 : -33%	0%	-5%	-0.3%	-12%	-8%	21%	?	i
> COc1ccc(C2N3CC4(C)CN2CC(c2ccccc2)(C3)C4=O)cc1 (stereo not given)
 : -1%	-6%	-10%	3.8%	?	2%	.	.	?
> Cc1ccc(CCNC(=O)C2CCN(S(=O)(=O)c3ccc4c(c3)CCC(=O)N4)CC2)cc1
 : -40%	-3%	6%	-0.9%	-9%	-17%	-8%	36	i
> CCC1CCCCN1C(=O)Cn1c(=O)n(CCCCCC(=O)NCc2ccccc2Cl)c(=O)c2sccc21 (stereo not given)
 : -15%	-2%	.	4.6%	1%	-16%	.	.	.
> Cc1ccc([C@H]2Nc3ccc(S(=O)(=O)Nc4cccc(Cl)c4C)cc3[C@H]3C=CC[C@H]32)cc1
 : -34%	-14%	.	-0.4%	-21%	?	.	.	.
> Nc1cccc(-c2nc3ccccc3s2)c1
 : -34%	-2%	62%[activator]	3.6%	-5%	?	-9%	4	?
> Cc1ccc(Cn2ncc3c(NCCN(C)C)ncnc32)cc1
 : -12%	0%	.	-0.3%	-6%	-11%	-4%	-13	i
> Cc1ccc(OCC(=O)NCC2CCCO2)c(C)c1 (stereo not given)
 : -38%	0%	21%	3.9%	1%	?	-2%	-2	i
> Cc1nc(NC(=S)NC(=O)c2ccccc2)sc1C(=O)N(C)C
 : 2%	3%	53%[activator]	2.4%	-10%	18%	-4%	5	i
> COC(=O)c1ccc(NC(=S)N2CCN(CCO)CC2)cc1
 : -8%	8%	.	0.3%	-13%	7%	1%	-5	i
> CCN(CC)CCCNC(=O)C(C)n1nc(C)n2c(cc3occc32)c1=O (stereo not given)
 : 12%	0%	-1%	0.1%	0%	15%	.	.	i
> C/C(=N/NS(=O)(=O)c1cccc([N+](=O)[O-])c1)c1c[nH]c2ccccc12
 : 2%	3%	8%	-0.7%	9%	-3%	?	3	i
> O=S(=O)(c1ccccc1)[C@@]1(c2ccc(Br)cc2)C[C@@H]2ON=C(c3ccccc3)[C@@H]2C1
 : 2%	4%	2%	3.0%	-6%	-28%	-14%	-21	i
> O=C(Nc1ccccc1N1CCCCC1)c1ncoc1-c1cccc(F)c1
 : 7%	19%	.	8.0%	-21%	2%	-2%	0	i
> CC(=O)N(Cc1ccc(F)cc1)c1cccc(C)c1C
 : -3%	2%	.	-0.5%	-5%	0%	-15%	21	i
> CN1C(=O)c2ccccc2C(C(=O)NCC2CCCO2)C1c1c[nH]c2ccccc12 (stereo not given)
 : 6%	0%	8%	-0.4%	-9%	.	-16%	0	i
> O=C(CNC(=O)c1nc[nH]c1C(=O)NCc1ccccc1)OCc1ccccc1
 : 1%	-2%	1%	-0.7%	5%	7%	-4%	14	i
> COc1cc(C(=O)OCc2cc3ccccc3[nH]c2=O)cc(OC)c1OC
 : 1%	-7%	-8%	0.4%	0%	-17%	-4%	21	?
> CCCCc1nnc(NC(=O)C2CC(=O)N(Cc3ccccc3)C2)s1 (stereo not given)
 : 1%	2%	-8%	0.1%	10%	5%	-32%	14	i
> Cc1noc(NC(=O)c2c(-c3c(Cl)cccc3Cl)noc2C)c1[N+](=O)[O-]
 : -17%	-13%	-21%	0.1%	-14%	15µM*	6%	4	i
> CCC(=O)NNc1nc2c(Cl)cccc2s1
 : -7%	-6%	6%[11.3 µM]	-0.6%	-2%	-4%	1%	20	i
> COc1ccccc1CCNC(=O)C1CCN(c2nnc(C)c3c(C)n(-c4ccc(C)cc4)nc23)CC1
 : 3.5µM*!	3%&-1%	-10%	-0.4%&6.1%	?	?	?	-10	?
> CC1(C(=O)NS(=O)(=O)c2ccc(C#N)cc2)CCN1C(=O)Cc1cc(F)ccc1F (stereo not given)
 : 0%	.	6%	-0.5%	-4%	.	.	12	i
> CN1C(=S)SC(/[N+]([O-])=C\c2ccco2)C1(C)C (stereo not given)
 : -11%	-3%	2%	0.4%	-6%	0%	-4%	-3	i
> O=C(N/N=C/c1ccc(OC2CSC2)cc1)c1ccc(CN2CCOCC2)cc1
 : -12%	1%	?	-0.2%	-32%	?	-9%	0	?
> COc1ccc(C2/C=C\CNCC(=O)N2Cc2ccc(F)cc2)cc1 (stereo not given)
 : 0%&-8%	0%&8%	9%	0.6%	-5%&-1%	5%&3%	-13%	-4	i
> CCC1(CC)C(=O)C2=C3C1[C@H](C(=O)OC)C=C(C(=O)OC)C[C@H]3n1c(=O)n(-c3ccccc3)c(=O)n1[C@H]2C (stereo not given in full)
 : 1%&-25%	2%&-2%	-2%	6.7%	?	17%&-8%	-2%	-2	?
> c1ccc(Cn2ncc3ccccc32)cc1
 : -6%	18%	-20%	0.2%	8%	-2%	21%	17	i
> CCc1cccc(Nc2cc(C)nc3nc(C)nn23)c1
 : -20%	15%	-4%	0.9%	0%	-4%	-10%	-5	i
> COc1ccccc1C(C)NC(=O)C1CCN(S(=O)(=O)c2cccs2)CC1 (stereo not given)
 : 7%	-1%	-10%	-1.5%	16%	-2%	-4%	25	i
> COc1ccc(OC)c(C2=NS(=O)(=O)N(C)C(C(=O)NCc3cccs3)=C2)c1
 : -21%	-5%	1%	0.6%	4%	?	?	11	i
> CCCOc1ccc(N2C(=O)CC(N(CCc3ccc(OC)cc3)C(=O)c3ccccc3)C2=O)cc1 (stereo not given)
 : 13%	?	10%	-0.3%	-17%	-22%	17%	35	i
> O=C(NCCCc1nc2ccccc2[nH]1)c1ccco1
 : -11%	-9%	12%	0.7%	-3%	12%	8%	12	i
> Cc1cc(C)c(NC(=O)CSc2nc(=O)n(CCN3CCOCC3)c3c2CCCC3)c(C)c1
 : 4%	-6%	-2%	-0.1%	8%	0%	4%	8	i
> COc1ccc(-c2ccc(CNc3ccc4[nH]c(=O)[nH]c4c3)o2)cc1Cl
 : -65%	2%	?	5.2%	0%	15%	.	.	?
> COc1ccc(OC)c(C(=O)c2ccc(C(=O)c3cc(OC)ccc3OC)cc2)c1
 : -24%	2%	?	-0.6%	-13%	5%	-14%	-75*	i
> C#CCN(CC(=O)OCC)S(=O)(=O)CCNC1CC1
 : 14%	.	2%	0.1%	-9%	.	.	23	i
> CCCN(CCC)C(=O)CSc1nc2ccccc2c(=O)n1CC1COc2ccccc2O1 (stereo not given)
 : 0%	-2%	?	-1.3%	-2%	6%	?	-16	i
> CCOC(=O)c1cc(-c2nnc(-c3cc(OC)c(OC)c(OC)c3)o2)c(C)nc1C
 : 10%	-8%	9%	0.0%	8%	17%	-2%	0	i
> COc1ccccc1Nc1ccc(C(=O)O)cc1[N+](=O)[O-]
 : -16%	-17%	19%	2.2%	-1%	-13%	-4%	38	i
> COc1ccccc1N1CCN(C(=O)c2c(-c3ccccc3Cl)noc2C)CC1
 : -10%	-20%	-18%	-0.2%	-19%	-6%	17%	-14	i
> CCOC(=O)C1(Cc2cccc(F)c2)CCN(CC2CC2)CC1
 : -24%	9%	-8%	-0.5%	-14%	0%	1%	-12	i
> Cc1ccc2[nH]c(=O)c(CNS(=O)(=O)c3ccccc3)c(-c3ccccc3)c2c1
 : -6%	0%	0%	2.4%	-8%	14%	7%	-10	i
> CCN(CC)c1ccc(S(=O)(=O)N2CCOCC2)cc1NC(=O)CN1CCc2ccccc2C1
 : 11%	-6%	?	3.4%	?	?	7%	-110*	i
> C=C(C)C(=O)NNc1ccccc1
 : 6%	-6%	-24%	1.9%	4%	10%	?	4	i
